Assay outcomes (PubChem BioAssay)
EPAC1 antagonist = qHTS for Antagonist of cAMP-regulated guanine nucleotide exchange factor 3 (EPAC1): primary screen; Rap guanine nucleotide exchange factor 3 (Homo sapiens), O95398; EPAC1 GEF assay, Rap1b-BODIPY-GDP exchange fluorescence; Potency, µM (highest dose often 115 µM), for the others: at the highest dose activity change, negative = inhibition, hits mostly inhibitors; 360,000 compounds, 0.14% hits; AID 720709, 2013;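 also: potency is read from the fitted curve at half-maximal effect; plate controls were vehicle for no effect and positive control for full effect; nearly all actives have a fitted effect of over 50% in size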
IL-2 act = qHTS of IL-2 Activators; activation, % (series mostly up to about 46 µM); 360,000 compounds, 0.065% hits; IL-2 activation reporter assay, cell-based qHTS; stimulated with anti-CD3/CD4/CD28 beads; in transgenic mouse T cells; AID 652025, 2013; in the data active = activation above about 50%; inconclusive = mostly about 30% to 49%; also: 0% is about no effect
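Screening format: compound pinned onto unstimulated transgenic mouse T cells, 60 min incubation, then anti-CD3/anti-CD4/anti-CD28 bead stimulation for 18 hours at 37 degrees C, followed by EGFP and DsRed detection.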
FUS suppressor = qHTS for Suppressors of FUS Proteinopathy: Primary screen using FUS-linked yeast assay; Potency, µM (doses to about 76.6 µM), for inactives: top-dose growth rescue (activation), usual class: activators; 390,000 compounds, 0.24% hits; S. cerevisiae FUS-expressing, growth rescue, OD600, 24 h;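 also: potency is read from the fitted curve at half-maximal effect; plate controls were DMSO vehicle for no effect and reference control for full effect; nearly all actives have a fitted effect of over 55% in size; some results filed as inactive show a strong effect at the top dose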
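FUS-expressing yeast, raffinose-pregrown, induced in 2% galactose minimal medium at OD 0.005; compounds in a dilution series, 24hr at 30C. Growth restoration read as absorbance at 600 nm. CP55940 positive control, DMSO negative.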
Abeta rescue = qHTS for compounds that reverse cellular toxicity of Amyloid beta (A-beta) peptide in yeast: Primary Screen. 410,000 compounds, 0.063% hits. Potency, µM (highest dose often 46.1 µM), for the others: top-dose growth rescue, actives largely listed as activators. yeast expressing A-beta42, growth rescue, OD600, 48 h; response scale: 0% DMSO, 100% iron-clioquinol control. AID 1347071, 2019; also: potency is read from the fitted curve at half-maximal effect; nearly all actives have a fitted effect of over 55% in size
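Yeast growth medium received pinned compounds, then yeast cells expressing toxic A-beta were added; plates incubated at 30 C for 48 hr. Growth read as absorbance at 600 nm, normalized to DMSO and equimolar FeCl3 plus clioquinol controls.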
EPAC1 agonist = qHTS for Agonist of cAMP-regulated guanine nucleotide exchange factor 3 (EPAC1): primary screen | 360,000 compounds, 0.073% hits | EPAC1 agonist qHTS, biochemical assay; response scale: 100% = response to 6.5 mM cAMP | Potency, µM (series often up to 154 µM), for the others: at the highest dose activation, usual class: activators | Rap guanine nucleotide exchange factor 3 (Homo sapiens), O95398; also: potency is read from the fitted curve at half-maximal effect; nearly all actives have a fitted effect of over 60% in size
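Compounds were pinned as a concentration titration into mixtures of EPAC1 (100 nM), BODIPY-GDP-loaded Rap1B (250 nM) and GDP (50 uM). After 5 min at room temperature, fluorescence was followed for 30 min; activity was scaled to 6.5 mM cAMP.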
WRN inhibitor = qHTS for Inhibitors of WRN Helicase | Bifunctional 3'-5' exonuclease/ATP-dependent helicase WRN (Homo sapiens), Q14191 | Potency, µM (highest dose often 114 µM), for the others: at the highest dose activity change, negative = inhibition, most hits filed as inhibitors | 360,000 compounds, 0.46% hits | WRN helicase unwinding, fluorescent forked duplex, kinetic; also: potency is read from the fitted curve at half-maximal effect; % is scaled to controls: 0 for no effect and ±100 for the full control effect; nearly all actives have a fitted effect of over 55% in size
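Screening of the MLSMR collection measured strand separation of a quenched forked DNA duplex (100 nM) by 20 nM WRN with 2 mM ATP, all final. Compounds were preincubated with enzyme 15 min at room temperature.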
PI5P4K alpha inh = qHTS for Inhibitors of phosphatidylinositol 5-phosphate 4-kinase (PI5P4K) | 330,000 compounds, 1.2% hits | AID 652105, 2013 | Phosphatidylinositol 5-phosphate 4-kinase type-2 alpha (Homo sapiens), P48426 | max response, % | PI5P4Kalpha enzyme, ADP-Glo luminescence, 60 min; active compounds read low; active = max response of -50% or lower; inconclusive = between -30% and -50%; inactive = -30% or higher; also: value at the top dose of about 77 µM; % is scaled to controls: 0 for no effect and ±100 for the full control effect
Target sequence (P48426 whole entry, looked up): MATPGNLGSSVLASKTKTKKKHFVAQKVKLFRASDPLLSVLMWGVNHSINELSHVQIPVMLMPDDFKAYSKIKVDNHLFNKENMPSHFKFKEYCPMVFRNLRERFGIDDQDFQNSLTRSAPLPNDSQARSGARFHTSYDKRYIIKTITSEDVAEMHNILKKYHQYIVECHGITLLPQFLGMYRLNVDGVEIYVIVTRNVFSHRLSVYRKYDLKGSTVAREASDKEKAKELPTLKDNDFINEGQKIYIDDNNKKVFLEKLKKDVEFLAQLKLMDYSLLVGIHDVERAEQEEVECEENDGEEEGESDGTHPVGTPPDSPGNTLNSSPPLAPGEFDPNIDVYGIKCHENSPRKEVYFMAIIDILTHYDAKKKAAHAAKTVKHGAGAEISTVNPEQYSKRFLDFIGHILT
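ADP-Glo luminescence end-point read after a 60 min room-temperature kinase reaction of PI5P4Kalpha plus substrate, initiated with ATP at 5 microM final. Buffer: 0.038 M HEPES pH 7.4, EGTA, 0.1% CHAPS, 5% DMSO.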
PLK1 PBD block = qHTS for Inhibitors of PLK1-PDB (polo-like kinase 1 - polo-box domain): Primary Screen. AID 720504, 2013. 360,000 compounds, 2.8% hits. Plk1 PBD binding of FITC phosphopeptide, fluorescence polarization. Potency, µM, without a hit: max response, negative = inhibition, actives largely listed as inhibitors; also: potency is read from the fitted curve at half-maximal effect; series mostly up to about 57 µM; % is scaled to controls: 0 for no effect and ±100 for the full control effect; nearly all actives have a fitted effect of over 65% in size
Target sequence (P53350 whole entry, looked up, the tested form may be a part): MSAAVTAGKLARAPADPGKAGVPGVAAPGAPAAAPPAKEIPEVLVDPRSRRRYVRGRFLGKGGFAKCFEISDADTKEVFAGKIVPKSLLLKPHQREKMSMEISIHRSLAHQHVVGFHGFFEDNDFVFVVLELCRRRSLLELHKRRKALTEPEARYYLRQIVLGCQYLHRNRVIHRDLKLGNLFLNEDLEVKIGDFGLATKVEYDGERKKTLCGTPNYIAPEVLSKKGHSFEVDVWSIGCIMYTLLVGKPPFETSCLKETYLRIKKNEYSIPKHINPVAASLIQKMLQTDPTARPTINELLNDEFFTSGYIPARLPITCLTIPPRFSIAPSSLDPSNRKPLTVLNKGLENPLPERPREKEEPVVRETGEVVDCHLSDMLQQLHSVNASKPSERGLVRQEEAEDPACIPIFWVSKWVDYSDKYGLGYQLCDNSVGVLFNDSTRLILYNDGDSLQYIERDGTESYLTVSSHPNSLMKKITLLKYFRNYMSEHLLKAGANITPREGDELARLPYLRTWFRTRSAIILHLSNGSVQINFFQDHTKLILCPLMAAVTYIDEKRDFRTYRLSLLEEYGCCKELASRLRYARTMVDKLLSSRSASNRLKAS
* marks the source's active call; other numbers are inactive results; u = inconclusive; x = no result given; & = joins results of further samples; [ ] = remark or other dose. Unless noted, calls follow the shape of the dose curve; as a rule, active = well fitted curve in the direction sought with a large enough effect; inconclusive = small, poorly fitted or top-dose-only effect, or another doubt; inactive = no such curve, though single readings can be large; an effect the other way counts as inactive or inconclusive.

SMILES | EPAC1 antagonist | IL-2 act | FUS suppressor | Abeta rescue | EPAC1 agonist | WRN inhibitor | PI5P4K alpha inh | PLK1 PBD block
O=C(COC(=O)c1ccc(NS(=O)(=O)c2cccs2)cc1)NCC1CCCO1 (stereo not given) | -10% | -2.5 | 8% | -25% | -6% | -24% | -26 | -4%
CCC(C)(C)NC(=O)c1ccc2c(c1)N(CC(=O)OC)C(=O)C(C)(C)O2 | 1% | 5.1 | 27% | 5% | 7% | 9% | x | -9%
CCc1nc2ccc(C(=O)N3CCN(c4cccc(OC)c4)CC3)cc2nc1CC | -25% | 1.1 | 30%&14% | 0%&4% | 8% | -5% | 9 | -4%
COc1cc(/C=N/NC(=O)c2nnn(-c3nonc3N)c2C(C)C)ccc1OCc1ccc(F)cc1 | -14% | -1.9 | 3% | u | 0% | -7% | 0 | -19%
CCCC(=O)N(c1ccc(F)cc1)C1C=CS(=O)(=O)C1 (stereo not given) | -2% | -0.4 | 10% | -14% | 8% | -4% | x | -12%
CCN(C(=O)c1cnc(NC(C)C)cc1C(F)(F)F)c1ccc(Cl)cc1 | -21% | -2.2 | 23% | -12% | -22% | -4% | 0 | 6%
O=C1NCCCCC1NS(=O)(=O)c1ccc(F)c(F)c1 (stereo not given) | 25% | 0.7 | -21% | -14% | 0% | 11% | 1 | 2%
Cc1ccc(C)c(N2CCN(CCCc3ccccc3)CC2)c1 | -23% | -0.5 | -25% | -14% | 4% | -1% | 10 | -12%
Brc1ccccc1-c1csnn1 | -2% | 1.0 | 4% | -11% | -5% | 1% | 0 | 2%
COc1ccccc1C1C(C(=O)NCc2ccccc2)=C(C)Nc2ncnn21 (stereo not given) | 1% | -3.5 | 13% | 18% | 3% | 4% | 0 | -9%
CCC(C)C(=O)Nc1nc(C)c(-c2csc(Nc3cc(OC)ccc3OC)n2)s1 (stereo not given) | 7% | -0.3 | u | 1% | -14% | 13% | 0 | 4%
COc1ccc(/C=C2/N=C3CCCCCN3C2=O)cc1 | u | -0.3 | -11% | 2% | 9% | -2%[57.1 µM] | 14 | -13%
Cc1ccc(NC(=O)COC(=O)c2ccc(=O)n(Cc3ccccc3)n2)cc1F | -18% | -1.5 | 7% | 1% | 5% | -5% | 5 | -3%
Cc1cccnc1NC(=O)c1ccc(S(=O)(=O)N2CCCCCC2)cc1 | -13% | -2.1 | 6% | 10% | 5% | 8% | -4 | -9%
CCN1/C(=C2/SC(=S)N(NC(C)=O)C2=O)Sc2ccc(Cl)cc21 | u | -0.2 | -4% | -5% | -13% | 2% | -10 | -18%
CC1(C)C(=O)OC(c2ccccc2)C2(CCCC2)C1=O (stereo not given) | -4% | -1.5 | -6% | 12% | 4% | -6% | 2 | -3%
CCCCOc1ccc(-c2nc(/C=N/c3nccs3)c(O)o2)cc1 | 5% | 0.5 | 0% | 3% | 3% | -6% | 4 | 3%
O=C(C=P(c1ccccc1)(c1ccccc1)c1ccccc1)c1ccccc1-c1ccccc1C(=O)C=P(c1ccccc1)(c1ccccc1)c1ccccc1 | u | -0.7 | x | -80%[inhibitor] | 10% | u | -65* | u
C/C(N)=C(/C#N)C(=O)CSc1nncn1-c1ccccc1 | -17% | 1.3 | 10% | -9% | 10% | -3% | 3 | -11%
N#Cc1ccc(NC(=O)COC(=O)c2ccc(F)c(S(=O)(=O)N3CCOCC3)c2)cc1 | 4% | -0.3 | 4% | -2% | 9% | -2% | 0 | -7%
CC(C)(C)C(=O)NCCn1ccc2ccccc21 | -14% | -1.5 | -14% | 0% | -9% | -2% | 8 | 5%
Cc1c(NC(=O)Cn2nc(C(=O)O)c3ccccc3c2=O)c(=O)n(-c2ccccc2)n1C | -6% | -0.2 | -3% | 20% | 2% | -2% | 8 | -2%
CCN(C(=O)CN1C=NS(=O)(=O)c2ccccc21)c1ccccc1 | -6% | -0.2 | x | -3% | 5% | -13% | 3 | -7%
CCCOc1ccc(/C=C/c2[nH]c(=O)[nH]c(=O)c2[N+](=O)[O-])cc1OCC | -25% | -3.9 | 3% | -2% | 8% | -32% | -20 | -1%
Cc1csc(NC(=O)CNS(=O)(=O)c2cccs2)n1 | -5% | -2.3 | u | -10% | -6% | 3% | 0 | -12%
O=C(CSc1nc2ccccc2c(=O)n1CC1CCCO1)NCc1ccccc1 (stereo not given) | 1% | -2.0 | -3% | 0% | 4% | -4% | 1 | -4%
CCOC(=O)c1cc(-c2ccccc2)sc1NC(=O)CC(C)C | 2% | -4.7 | 8% | 16% | -4% | 0% | 6 | 1%
CCOC(=O)C1=CCN(S(=O)(=O)c2ccccc2Br)C1c1ccc(Br)cc1 (stereo not given) | -6% | -0.3 | 10% | 10% | 13% | -13% | 16 | -7%
CN(CCOc1ccccc1)C(=O)CCc1nc2sc3c(c2c(=O)[nH]1)CCCC3 | -3% | -1.0 | x | 6% | -3% | 6%[11.6 µM] | u | 4%
CC(C)c1ccc(NC(=O)NCc2ccccn2)cc1 | -23% | -1.7 | 4% | -6% | 2% | 9% | -4 | -7%
C#CCOC(=O)C[N+](C)(C)CC#Cc1ccccc1 | -10% | -0.2 | -1% | 12% | 13% | 2% | 5 | 2%
O=C(Oc1coc(CSc2ncccn2)cc1=O)c1ccco1 | -4% | 0.9 | 2% | 30% | -2% | -8% | 0 | -12%
Cc1ccccc1NC(=O)c1cn2c(nc3ccccc32)c(C#N)c1C | -16% | 0.2 | -21% | -1% | 17% | 3% | 7 | -26%
COc1ccc(/C=C(\NC(=O)c2ccco2)C(=O)N2CCOCC2)cc1 | u | 0.2 | -6% | -8% | -3% | 6%[57.1 µM] | 2 | -20%
COc1cccc2cc(C(=O)N3CCN(C(=O)c4ccco4)CC3)c(=O)oc12 | -17% | 0.5 | x | 1% | 9% | 4% | -2 | -6%
N#Cc1c(-c2ccccc2)nc(-c2ccncc2)[nH]c1=O | -11% | -1.2 | -29% | -2% | -15% | 7% | -26 | 3%
C[C@H](CO)N1C[C@H](C)[C@@H](CN(C)S(=O)(=O)c2cn(C)cn2)Oc2ccc(NC(=O)Cn3cnnn3)cc2C1=O | -9% | -1.9 | -7% | -10% | 1% | -5% | 7 | 1%
COc1ccc(CCNC(=O)CNCC2CCCCC2)cc1OC | 0% | -0.4 | -34% | 5% | 7% | 6% | 3 | -3%
Cc1ccc(C(=O)Nc2nnc(C3CCCCC3)s2)o1 | 19% | -2.6 | 12% | -5% | 1% | -1% | x | -4%
COc1ccc(CNC(=O)CNC(=O)c2ccc(C(C)(C)C)cc2)cc1OC | -15% | 0.4 | -1% | -5% | -5% | -8% | 2 | -12%
O=c1[nH]n2c(=O)c3c([nH]c2c1N=Nc1cccc(C(F)(F)F)c1)CCCC3 | u | -0.1 | x | 0% | -38%[inhibitor] | -31% | -19 | u
COc1ccccc1-n1c(C)nc2cc(C(=O)NCC3CCCO3)ccc21 (stereo not given) | -20% | -1.5 | 11% | -4% | 3% | -5% | 2 | -21%
O=C(Cn1nnc2c(cnn2-c2ccc(F)cc2)c1=O)Nc1ccccc1C(F)(F)F | -15% | 0.2 | -33% | -8% | -7% | -7% | 0 | -3%
Cc1cccc(C(=O)N/C(=C\c2ccco2)C(=O)N2CCCC2)c1 | -22% | -0.5 | -1% | -3% | -4% | -2% | 4 | -5%
Cc1ccc(-c2nc(C)c(C(=O)O)s2)cc1 | 2% | 0.6 | 7% | -18% | 12% | -3% | -25 | -15%
CCOc1cc(C(=O)Nc2ccc(S(=O)(=O)Nc3nnc(CC)s3)cc2)cc(OCC)c1OCC | -19% | -0.2 | 12% | 12% | -8% | -1% | -4 | -13%
CCc1ccc2c(c1)NC(=O)C2(C)Cc1ccc(OC(F)(F)F)cc1 (stereo not given) | -26% | 0.1 | 17% | 3% | -27% | -1% | 19 | -2%
CCCN(CCC)C(=O)Cc1coc2ccc3ccccc3c12 | -14% | -2.3 | 40% | -11% | -3% | 1% | -2 | -10%
COc1ccc(Cl)cc1CC=NNC(=O)c1cccc(C)c1O | 0% | -6.1 | x | 11% | 4% | -4% | -4 | -3%
COc1c(C(=O)Nc2nnc(C3CC3)s2)csc1Cl | 8% | -2.2 | 0% | -8% | 10% | -6% | 5 | -4%
COc1ccc(S(=O)(=O)Nc2ccccc2N2CCOCC2)cc1OC | 2% | 3.7 | x | 14% | 3% | 8% | -2 | 8%
Cc1ccc2c(=O)cc(C(F)F)oc2c1 | 10% | -0.5 | -17% | 2% | 6% | -1% | 1 | -2%
O=C(NCCNC(=O)c1cc(OCC(F)(F)F)ccc1OCC(F)(F)F)Nc1ccccc1 | 1% | -4.8 | 13% | -4% | -21% | 1% | 15 | -5%
COc1cccc(C=Nc2ccc3c(c2)OCCO3)c1O | -7% | 0.2 | 4% | 8% | -12% | u | -13 | u
CC(=O)N(C1=C(Cl)C(=O)c2ccccc2C1=O)C1CCCCC1 | -28% | -1.1 | 21% | -93%[inhibitor] | 20% | 14µM* | -87* | 3.8µM*
C[C@H](CO)N1C[C@H](C)[C@@H](CN(C)S(=O)(=O)c2ccccc2)Oc2ccc(NC(=O)C3CCCCC3)cc2C1=O | -13% | 0.7 | 40% | 1% | -9% | 3% | -2 | -7%

Fetched one by one from the list above (2):
SMILES | EPAC1 antagonist | IL-2 act | FUS suppressor | Abeta rescue | EPAC1 agonist | WRN inhibitor | PI5P4K alpha inh | PLK1 PBD block
CCN(C(=O)c1cnc(NC(C)C)cc1C(F)(F)F)c1ccc(Cl)cc1 | -21% | -2.2 | 23% | -12% | -22% | -4% | 0 | 6%
O=c1[nH]n2c(=O)c3c([nH]c2c1N=Nc1cccc(C(F)(F)F)c1)CCCC3 | u | -0.1 | x | 0% | -38%[inhibitor] | -31% | -19 | u
